rCAG binder – binders of r(CAG) RNA repeats, primary screen, biochemical, fluorescence. AID 651821, 2012. inhibition, % at 3 µM. actives 1.3% (n = 370,000). r(CAG) RNA repeat, TO-PRO-1 dye displacement fluorescence;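 active means inhibition above the plate cutoff, the mean of all test compounds on that plate plus 3 SD, cut at about 35% in these data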;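 further: 0% = DMSO alone and 100% = 100 µM mitoxantrone as full dye displacement; higher means more dye released from RNA so lower well fluorescence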
UHRF1 MBD2 ctr – UHRF1 methylated DNA binding inhibitors, primary screen, counter-screen for MBD2 inhibitor project, biochemical, TR-FRET, human UHRF1, single concentration; E3 ubiquitin-protein ligase UHRF1 (Homo sapiens), Q96T88; UHRF1 binding to methylated oligo; inhibition, % at 4.4 µM; actives 0.75% (n = 370,000); AID 687016, 2013; in the data active means inhibition above about 21%;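 further: UHRF1 SRA domain binding a hemimethylated CpG hairpin DNA probe; 0% = median of test compound wells and 100% = reference inhibitor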
MBD2 DNA inh – inhibitors of MBD2 binding to methylated DNA, primary screen, biochemical, TR-FRET, DNA-binding domain, human. inhibition, % at 4.4 µM. MBD2 binding to methylated oligonucleotide. AID 686964, 2013. Methyl-CpG-binding domain protein 2 (Homo sapiens), Q9UBB5. actives 0.31% (n = 370,000); in the data active means inhibition above about 13%
PRMT1 inh – PRMT1 methyltransferase inhibitors, primary screen, biochemical, fluorescence polarization. Protein arginine N-methyltransferase 1 (Homo sapiens), Q99873. recombinant PRMT1, activity-based probe fluorescence polarization. inhibition, % at 2.79 µM. actives 1.3% (n = 370,000);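 active means inhibition above about 21% made by adding two undisclosed values, limit read from the data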
HTRA1 inhibitor – HTRA1 serine protease inhibitors, primary screen, biochemical, fluorescence polarization, HTS; actives 0.5% (n = 340,000); recombinant HTRA1, FP-rhodamine activity-based probe; inhibition, % at 5.96 µM; Q92743; AID 504803, 2011; in the data active means inhibition above about 36%;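 further: 0% = enzyme with DMSO and 100% = wells lacking enzyme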
mABHD4 FP – ABHD4 inhibitors, primary screen, biochemical, fluorescence polarization, mouse. AID 720543, 2013. inhibition, % at 8.92 µM. actives 0.54% (n = 370,000). purified mABHD4, FP-Rh probe fluorescence polarization. (Lyso)-N-acylphosphatidylethanolamine lipase (Mus musculus), Q8VD66;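 active means inhibition exceeding the mean over every tested compound plus 3 SD, cut at about 30% in these data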;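 further: 0% = plate median of compound wells and 100% = S159A mutant with DMSO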
Target sequence (Q8VD66 whole entry, looked up): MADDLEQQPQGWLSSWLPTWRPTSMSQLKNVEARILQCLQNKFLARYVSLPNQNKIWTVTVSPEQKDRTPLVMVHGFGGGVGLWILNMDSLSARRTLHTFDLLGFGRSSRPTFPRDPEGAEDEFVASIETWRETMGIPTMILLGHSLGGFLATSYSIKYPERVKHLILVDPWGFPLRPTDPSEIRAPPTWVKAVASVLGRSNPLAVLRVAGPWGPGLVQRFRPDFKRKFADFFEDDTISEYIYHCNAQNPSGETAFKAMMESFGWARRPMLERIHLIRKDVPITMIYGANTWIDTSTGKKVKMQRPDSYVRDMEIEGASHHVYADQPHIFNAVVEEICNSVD
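System: mouse ABHD4 enzyme, wild type / Medium: HEPES pH 7.0, NaCl, Pluronic buffer / Reagent: FP-Rh activity-based fluorescent probe / Control set: S159A mutant high control, sample median low control / Detection: fluorescence polarization with parallel and perpendicular emission, 525/598 nm / Schedule: 45 min + 60 min at 25 °C / Compound dosing: 8.92 µM, single dose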
NPR1 activator – GC-A stimulated cGMP production enhancers – HEK293 GC-A cells, cGMP TR-FRET, EC30 ANP, primary screen. Atrial natriuretic peptide receptor 1 (Homo sapiens), P16066. 0% at EC30 ANP, 100% saturating ANP. activation, % at 10 µM. actives 0.14% (n = 370,000). AID 1671463, 2021; in the data active means activation above about 40%
GC-B act – human GC-B receptor activators, primary screen, HEK293 GC-B cells, cGMP TR-FRET, EC30 CNP; Atrial natriuretic peptide receptor 2 (Homo sapiens), P20594; 0% at EC30 CNP, 100% saturating CNP; activation, % at 10 µM; actives 0.11% (n = 370,000);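 active means activation at 10 µM reaching about 35% in either raw or pattern-adjusted values, limit read from the data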
TCR-CD3 inh – inhibitors of human TCR-CD3 interaction, primary screen, biochemical, fluorescence, TAMRA-labeled TCR probe; inhibition, % at 9.4 µM; actives 0.37% (n = 360,000); in the data active means inhibition above about 19%;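 further: recombinant mutant TCR 2C K166C tagged with TAMRA read by polarization; 0% = receptor in buffer alone and 100% = receptor with positive control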
SIAE primary – human SIAE inhibitors, primary screen, biochemical, fluorescence polarization, FP-Rh probe, 1536-well HTS | Sialate O-acetylesterase (Homo sapiens), Q9HAT2 | actives 0.69% (n = 370,000) | inhibition, % at 9.66 µM | SIAE FP-Rh probe binding;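 active means inhibition above a cutoff: mean of compounds within the control limits plus 3 SD of those, cut at about 17% in these data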;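 further: 0% = plate median of compound wells and 100% = probe without SIAE protein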
Target sequence (Q9HAT2 whole entry, looked up): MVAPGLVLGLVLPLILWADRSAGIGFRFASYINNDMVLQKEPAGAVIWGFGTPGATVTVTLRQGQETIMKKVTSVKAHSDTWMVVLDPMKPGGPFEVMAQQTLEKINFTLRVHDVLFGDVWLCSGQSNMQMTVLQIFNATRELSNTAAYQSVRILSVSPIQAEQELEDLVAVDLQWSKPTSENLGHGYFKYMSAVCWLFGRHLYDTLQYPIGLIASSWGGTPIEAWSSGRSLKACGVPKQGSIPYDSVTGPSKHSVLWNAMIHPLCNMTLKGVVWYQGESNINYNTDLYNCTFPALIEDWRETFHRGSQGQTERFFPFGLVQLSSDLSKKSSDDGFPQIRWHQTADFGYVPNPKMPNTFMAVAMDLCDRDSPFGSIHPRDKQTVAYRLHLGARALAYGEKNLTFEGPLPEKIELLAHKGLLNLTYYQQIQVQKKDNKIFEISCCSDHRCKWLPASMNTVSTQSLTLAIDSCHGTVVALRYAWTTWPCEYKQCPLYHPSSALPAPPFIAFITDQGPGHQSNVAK
The depositor's hits bear a star; nt = not tested or not shown. Not all compounds are listed; rates above refer to the full screens.

SMILES	rCAG binder	UHRF1 MBD2 ctr	MBD2 DNA inh	PRMT1 inh	HTRA1 inhibitor	mABHD4 FP	NPR1 activator	GC-B act	TCR-CD3 inh	SIAE primary
CCCCN(C=O)c1c(CC)nc2c(OCc3ccc(Cl)cc3)cccn12	1	-1	2	0	nt	-1	-5	5	2	8
CCn1c(SCC(=O)N/N=C/c2cccc(Oc3ccccc3)c2)nnc1-c1ccccc1	3	-2	-3	3	nt	-9	-3	1	nt	2
Cc1cc(Nc2c(C)n(C)n(-c3ccccc3)c2=O)c2ccccc2n1	-1	-1	-5	-4	-5	-3	7	0	5	1
COc1ccc(S(=O)(=O)N2CCOCC2)cc1NC(=O)CSc1nnc(N)s1	5	-1	3	3	10	2	2	0	-4	-3
CCOc1ccc(-c2nc(=S)[nH][nH]2)cc1	0	-1	-8	5	-9	0	1	-1	5	5
O=Cc1ccc(OC(=O)/C=C/c2ccccc2)cc1	-3	3	-5	-4	0	-3	1	-2	-2	-2
CC(C)(C)NC(=O)COC(=O)c1ccc2c(c1)C(=O)N(Cc1ccco1)C2=O	0	1	0	-1	-6	-5	3	1	-4	11
COc1ccc(N2CCN(C(=O)[C@@H](NC(=O)c3ccccc3Cl)C(C)C)CC2)cc1	-6	-1	-3	1	-5	1	-4	1	3	-2
COc1ccc(N=Cc2ccccc2O)cc1	2	-1	0	-3	2	-3	4	1	0	4
COc1ccccc1C(CCNS(=O)(=O)c1ccc(C)cc1)c1ccco1 (centres undefined)	2	-1	2	0	-53	-17	-23	-14	1	-2
Cc1ccnc(SCc2cc(=O)c(OC(=O)c3ccc(Cl)c([N+](=O)[O-])c3)co2)n1	-2	0	2	-3	5	10	6	6	2	9
COc1ccc(/C=C/C(=O)c2ccc(Cl)cc2)c(OC)c1	3	12	5	-2	-39	20	3	-5	0	4
O=C(C1CCCN(c2ncnc3c2nc2n3CCCCC2)C1)N1CCCCC1 (centres undefined)	-8	-2	1	1	3	1	2	4	2	-5
CC(=O)NC(CC(=O)OCC(=O)c1c(N)n(C)c(=O)n(C)c1=O)c1ccccc1 (centres undefined)	2	8	10	9	-3	-8	1	0	2	-6
COc1ccc(CNC(=O)CNC(=O)c2cccs2)c(OC)c1	1	4	0	-5	4	-2	-1	2	4	-1
C=CCNCCCOc1ccc(Cl)cc1C(C)(C)C	5	3	3	0	5	19	1	-8	0	-5
CC(C)Cc1ccc(/C=C/C(=O)NC2CC2)cc1	-7	0	2	2	-6	0	4	5	0	-2
O=S1(=O)CCSC[C@@H](CN2CCCC2)N1	2	2	-1	-7	nt	-2	1	3	-1	0
CC(=O)Nc1ccc(Nc2cc(-c3ccccc3)nc3ncnn23)cc1	-2	-1	2	-2	-2	-2	-2	-8	6	1
CCN(CC)S(=O)(=O)c1ccc(N2CCOCC2)c(NC(=O)Cc2ccccc2)c1	-1	5	1	-1	1	1	0	0	4	0
NNC(=O)c1nnn(-c2nonc2N)c1CN1CCc2ccccc2C1	7	-5	-3	-1	1	4	2	-7	7	-3
Cc1cc(C)cc(C(=O)OCC(=O)NCc2ccco2)c1	15	2	2	1	-1	6	-2	-2	1	1
CCN(CC(=O)Nc1ccccc1C(F)(F)F)C(=O)c1ccc(=O)n(Cc2ccccc2)n1	-8	5	5	3	-4	5	0	1	-5	2
O=C(NCCn1cc(SCc2ccc(F)cc2)c2ccccc21)c1c(F)cccc1F	3	-2	-2	2	-30	-34	-7	-5	-1	-3
CCc1ccccc1Nc1nc(N)nc(COC(=O)CCS(=O)(=O)c2ccccc2)n1	-2	9	0	-3	-3	-2	1	-3	0	-2
Cc1ccccc1NCCNc1ccccc1C	-5	-1	1	-1	-1	3	3	3	-2	-2
COc1ncnc2c1NC1=C(S2)C(=NCCC(=O)O)CC(C)(C)C1	-31	-20	-21	28*	15	12	-4	4	29*	-5
O=C(O)C(O)C(O)c1nc2ccccc2[nH]1 (centres undefined)	-3	1	-3	6	2	4	-2	-2	-1	3
CC(C)CNc1ncnc2c1cnn2Cc1ccc(Cl)cc1	-10	-2	-3	0	nt	2	6	2	4	-2
COc1ccccc1CNC(=O)CN(C)S(=O)(=O)c1ccc(Br)s1	-4	0	-1	-1	-3	-5	1	-4	2	2
Cc1cc(-c2cc(-c3ccc(Cl)cc3)on2)nc(NCC2CC2)n1	3	-1	-1	-1	-2	3	1	-11	3	-1
CCOC(=O)C(Cc1ccc(O)cc1)NC(=O)CCc1c[nH]c2ccccc12 (centres undefined)	-4	-1	-7	-2	10	0	-2	2	8	5
O=C(Nc1ccccc1CC[N+](=O)[O-])N1CCN(c2ccccc2)CC1	4	-2	-6	0	1	-1	-2	0	11	0
CC(C)(C)[C@H]1COC(=O)[C@@H](Cc2ccc(F)cc2)C/C=C\C[C@@H](CC(=O)N[C@@H](CO)Cc2ccccc2)C(=O)N1	-7	-3	6	-4	-8	-4	1	4	2	-1
O=C(NCCC1=CCCCC1)c1ccc([N+](=O)[O-])cc1	-1	0	0	-3	5	-2	1	1	1	-7
O=C(NC1CCOCC1)C1CCC(=O)N(Cc2ccc(Cl)cc2)C1 (centres undefined)	-3	2	-6	-1	4	-1	1	4	-1	7
COc1ccc(C(C)=O)cc1COC(=O)c1ccc2ccccc2n1	-3	-2	-6	0	-2	0	0	2	-1	-2
CCCCN1C(=O)Nc2ccccc2S1(=O)=O	-4	-1	-3	-6	0	0	0	-4	-2	-3
O=C(NCC1CCCO1)c1onc(CSc2ccc(F)cc2)c1C(=O)O (centres undefined)	3	7	4	2	-3	2	2	6	-1	-3
Cc1cc(=O)oc2cc(OCC(=O)NC(Cc3c[nH]c4ccc(O)cc34)C(=O)O)c(Cl)cc12 (centres undefined)	14	2	3	10	8	5	0	7	3	1
CNS(=O)(=O)c1cccc(C(=O)OCc2cc(=O)oc3c(C)c(O)ccc23)c1	14	1	-3	0	-11	5	0	0	1	9
Cc1c(C(=O)c2ccccc2)c2ccccn2c1CCc1ccccn1	-1	0	-4	3	2	5	-8	-1	5	-1
O=C(O)c1cc(Sc2ccc(Br)cc2)nc2ccccc12	4	0	-1	2	-8	4	2	-4	-9	0
COc1ccc(NC2CS(=O)(=O)CC2NCc2ccco2)cc1 (centres undefined)	4	-1	-1	4	2	12	1	5	-6	3
CCN(CC)C1CCN(C(=O)c2ccc(OC3CCN(C(=O)CCOC)CC3)cc2)C1 (centres undefined)	1	2	0	0	-1	8	0	3	3	3
CCCN(CC(=O)Nc1ccccc1C)C(=O)/C=C/c1ccc(OCC)c(OC)c1	-2	1	-5	-2	-9	-1	1	3	6	-2
Clc1ccc(-c2ccc(/C=N/Nc3nncc(-c4ccccc4)n3)o2)cc1	11	-1	3	-1	2	5	5	-10	4	3
Cc1ccc2nc(N3CCN(C(=O)c4ccccc4F)CC3)c(C#N)cc2c1	-3	-2	-4	-4	-9	4	-1	4	-5	-1
CCn1nnc(NC(=O)COc2cc(C)ccc2C(C)C)n1	-5	2	2	0	2	3	-2	4	2	3
Cc1ccc2oc(=O)c3cnn(CC(=O)N(CCN(C)C)Cc4ccco4)c3c2c1	2	-2	-5	-7	-5	4	2	2	4	-1
O=C(Nc1ccccn1)c1ccc(CN(c2ccccc2)S(=O)(=O)c2ccccc2)cc1	4	-1	1	-1	-43	-11	-5	8	3	-15
Cc1cc(=O)oc2cc(OCc3ccc(C(=O)OCC(=O)NC4CCS(=O)(=O)C4)cc3)ccc12 (centres undefined)	6	12	10	5	-2	-5	-3	-2	4	-4
COc1cc(CSc2ncn[nH]2)c(OC)cc1CSc1ncn[nH]1	3	-1	0	-2	1	-2	-13	-8	-2	-4
Cc1c(N/C=C/C(=O)c2ccc(Cl)cc2)c(=O)n(-c2ccccc2)n1C	-1	-7	-5	-2	-11	-2	6	2	1	2
O=c1c2cc3cccnc3nc2ncn1CCc1c[nH]c2ccccc12	11	-2	-8	4	nt	9	-1	-10	nt	7
O=C(CNC(=O)N1CC(=O)Nc2ccccc21)Nc1ccccc1	1	0	0	-1	4	1	2	4	-1	2
O=S(=O)(Cc1noc(-c2ccc(Cl)cc2)n1)Cc1ccco1	-1	-4	-4	1	nt	2	-1	4	-3	-9
CCN(CC(=O)Nc1ccc(C(C)=O)cc1)CC(=O)Nc1ccccc1C(F)(F)F	-4	2	-4	3	0	2	2	1	7	3
Cc1noc(C)c1S(=O)(=O)N1CCC(C(=O)N2CCN(c3ccccc3Cl)CC2)CC1	-4	-1	-5	-4	-10	-1	-4	-3	7	-2
CCOc1ccc(OC(=O)c2cccnc2)cc1	-4	1	5	5	3	-6	5	3	-4	6

Further results follow.
SMILES	rCAG binder	UHRF1 MBD2 ctr	MBD2 DNA inh	PRMT1 inh	HTRA1 inhibitor	mABHD4 FP	NPR1 activator	GC-B act	TCR-CD3 inh	SIAE primary
COc1ccc(N2C(=O)C(Cl)=C(N3CCCC3)C2=O)cc1	-2	-3	-3	1	-2	-2	3	-1	-8	7
COc1ccccc1C(=O)NCCSCc1ccccc1Cl	-5	0	2	-3	-8	-10	-7	1	4	5
CC(C)Cc1cc(CNC(=O)C2CCC(=O)N(Cc3cccc(C(F)(F)F)c3)C2)on1 (centres undefined)	-13	0	2	0	-2	-2	3	0	-1	10
O=[N+]([O-])c1ccc2nnn(O)c2c1	2	-6	-10	-3	1	0	0	-5	7	0
CN1/C(=C\C(=S)NC(=O)c2ccccc2Cl)C(C)(C)c2ccccc21	2	1	4	2	-11	-38	-2	1	-10	-166
C[C@@H]1CN([C@H](C)CO)S(=O)(=O)c2ccc(Br)cc2O[C@H]1CN(C)C(=O)Nc1ccccc1	3	21*	3	0	-10	0	-9	-4	3	1
COc1ccc(Cl)cc1NC(=O)COC(=O)C1CCCCC1	1	1	-1	13	-12	4	-5	-3	1	8
COc1ccc(CN(C(=O)c2cccc(OC)c2)C2CCS(=O)(=O)C2)cc1 (centres undefined)	-5	-1	-2	-2	nt	-3	-6	-6	-2	2
COc1ccc(-c2cc(C)nc(SCc3cccc(C(=O)O)c3)n2)cc1	47*	3	0	5	-13	-23	-3	-5	-8	-10

Some of these compounds in order of the NPR1 activator value, high to low.
mol,NPR1 activator
COc1ccc(-c2cc(C)nc(SCc3cccc(C(=O)O)c3)n2)cc1,-3
COc1ccc(CN(C(=O)c2cccc(OC)c2)C2CCS(=O)(=O)C2)cc1 (centres undefined),-6
COc1ccccc1C(=O)NCCSCc1ccccc1Cl,-7

Screens: PubChem BioAssay, several laboratories
